Pol eta inh: blocks human DNA polymerase eta activity; Potency, µM (highest dose often 114 µM), for the others: at the highest dose activity change, negative = inhibition, actives largely listed as inhibitors; recombinant Pol eta, fluorescent DNA replication assay; Q9Y253; actives 1.2% (n = 390,000); also: potency is read from the fitted curve at half-maximal effect; % is scaled to controls: 0 for no effect and ±100 for the full control effect
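Pol eta at 10 nM preincubated with compounds 15 min at room temperature; reaction started with fluorescent substrate (50 nM final) and read kinetically at 0 and 10 min.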
HP1b binding inh: HP1-beta chromodomain-methylated histone interaction inhibition; P83916; AlphaScreen HP1-beta / biotin-H3K9me3 peptide binding; Potency, µM (highest dose often 114 µM), inactives show at the top dose activity change, negative = inhibition, actives largely listed as inhibitors; actives 0.56% (n = 390,000); also: potency is read from the fitted curve at half-maximal effect; nearly all actives have a fitted effect of over 70% in size; inactives centre near 23
Target sequence (P83916 whole entry, looked up): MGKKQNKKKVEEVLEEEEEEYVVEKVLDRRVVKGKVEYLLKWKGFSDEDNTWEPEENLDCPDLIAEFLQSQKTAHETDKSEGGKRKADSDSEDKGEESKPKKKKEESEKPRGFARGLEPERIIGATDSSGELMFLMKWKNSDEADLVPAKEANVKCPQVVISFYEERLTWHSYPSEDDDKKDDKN
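HP1-beta protein (50 nM final) preincubated 30 min at room temperature with biotinylated H3(1-18)K9me3 peptide (50 nM) in PBS pH 7.4, 0.01% Tween-20, then compound added for 30 min. AlphaScreen streptavidin donor/nickel chelate acceptor beads (10 ug/mL final), 30 min dark, luminescence read.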
G9a inh: G9a (human) methyltransferase inhibition. Q96KQ7. G9a H3K9 monomethylation, AlphaScreen, 2 h. Potency, µM (doses to about 102 µM), for the others: top-dose activity, negative = inhibition, usual class: inhibitors. actives 8.8% (n = 350,000). AID 504332; also: potency is read from the fitted curve at half-maximal effect; % is scaled to controls: 0 for no effect and ±100 for the full control effect; nearly all actives have a fitted effect of over 75% in size
Target sequence (Q96KQ7 913-1193 limits assumed): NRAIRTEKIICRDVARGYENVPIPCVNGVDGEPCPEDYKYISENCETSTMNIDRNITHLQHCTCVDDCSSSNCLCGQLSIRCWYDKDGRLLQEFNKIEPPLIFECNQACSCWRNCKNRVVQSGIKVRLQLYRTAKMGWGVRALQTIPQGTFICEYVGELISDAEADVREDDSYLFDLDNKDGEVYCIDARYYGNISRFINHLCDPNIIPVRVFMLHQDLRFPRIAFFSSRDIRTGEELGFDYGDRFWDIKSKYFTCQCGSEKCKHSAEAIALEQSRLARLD
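Chemiluminescent proximity detection of H3K9 monomethylation, read after 10 min bead incubation in the dark. Reaction: 20 nM G9a, 500 nM biotin-H3K9 peptide, 20 uM SAM cofactor, 2 h, room temperature, following 15 min enzyme-compound preincubation.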
GLS inhibitor: inhibitors of human glutaminase (GLS); O94925; actives 0.21% (n = 410,000); Potency, µM (doses to about 45.5 µM), without a hit: at the highest dose activity change, negative = inhibition, usual class: inhibitors; GLS enzymatic activity, qHTS titration; AID 624170; also: potency is read from the fitted curve at half-maximal effect; % is scaled to controls: 0 for no effect and ±100 for the full control effect
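Assay buffer: 45 mM KH2PO4 pH 8.2, 0.02% Tween-20. hKGA acts on L-glutamine (1 mM solution added); product glutamate is reported by an oxidase/peroxidase Amplex Red coupling, with fluorescence taken at baseline and 30 min.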
JMJD2A Tudor inh: blocks the human JMJD2A Tudor domain. O75164. AlphaScreen JMJD2A-Tudor / H3K4me3 peptide binding. Potency, µM (titrated, usually from 114 µM), for the others: top-dose activity change, negative = inhibition, most hits filed as inhibitors. actives 4.4% (n = 390,000); also: potency is read from the fitted curve at half-maximal effect; % is scaled to controls: 0 for no effect and ±100 for the full control effect; nearly all actives have a fitted effect of over 50% in size
Tb PGK inh: inhibitors of T. brucei phosphoglycerate kinase; P07378; PGK/GAPDH coupled, Kinase-Glo luminescence, 60 min; Potency, µM (doses to about 57.5 µM), inactives show at the top dose activity change, negative = inhibition, hits mostly inhibitors; actives 0.043% (n = 380,000); also: potency is read from the fitted curve at half-maximal effect; % is scaled to controls: 0 for no effect and ±100 for the full control effect; nearly all actives have a fitted effect of over 60% in size
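Luminescent ATP detection (Kinase-Glo Plus) follows a 60-minute room-temperature incubation, with wells lacking PGK as controls. Buffer: 100 mM TEA (pH 7.6), 5 mM MgCl2, 0.01% Tween-20. Coupling enzyme GAPDH (100 nM final) supplies unstable 1,3-BPG in-well.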
PI4K2A inh: PI4K2A (human) kinase inhibition. Q9BTU6. purified PI4K2A, ADP-Glo luminescence, 1 h; hits give low values. activity change, negative = inhibition, % at 76.9 µM. actives 0.13% (n = 420,000). AID 1346378; in the data active = activity change below about -50%; inconclusive = mostly about -30% to -49%;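 also: -100% = wells without enzyme as full effect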
Target sequence (Q9BTU6 whole entry, looked up): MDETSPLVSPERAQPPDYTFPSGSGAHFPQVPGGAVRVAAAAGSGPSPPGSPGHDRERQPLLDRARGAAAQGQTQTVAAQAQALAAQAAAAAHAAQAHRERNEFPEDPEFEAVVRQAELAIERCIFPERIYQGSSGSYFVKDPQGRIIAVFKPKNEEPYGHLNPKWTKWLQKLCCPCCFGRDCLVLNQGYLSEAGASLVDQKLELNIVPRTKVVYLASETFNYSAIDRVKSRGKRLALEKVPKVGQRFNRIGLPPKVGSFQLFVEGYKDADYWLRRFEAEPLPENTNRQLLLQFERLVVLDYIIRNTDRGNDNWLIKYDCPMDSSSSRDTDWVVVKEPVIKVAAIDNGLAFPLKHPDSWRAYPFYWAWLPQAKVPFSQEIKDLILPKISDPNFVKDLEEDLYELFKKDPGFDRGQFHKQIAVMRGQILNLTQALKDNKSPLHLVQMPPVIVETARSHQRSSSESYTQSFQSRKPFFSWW
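ADP-Glo luminescence measured ADP generated by PI4K2A enzyme (4 ug/mL before mixing) with 1.2 mM PI substrate (pre-mix) and 300 microM ATP (pre-mix). Tris pH7.5 buffer with MgCl2, Triton X-100; 1 h reaction at ambient temperature.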
Pin1 inhibitor: inhibitors of human Pin1; Q13526; Pin1 FP peptide displacement, HiFluor488, 10 min; Potency, µM (doses to about 115 µM), for the others: at the top dose activity, negative = inhibition, usual class: inhibitors; actives 0.009% (n = 390,000); AID 504891; active = well fitted inhibition curve with a large enough effect in the polarisation, with a control signal flat, not every such curve was filed as active; inconclusive = small, poorly fitted or top-dose-only effect, or effect the other way, or a change in a side signal; inactive = no such curve, though single readings can be large or run the other way; the % refers to the polarisation; also: potency is read from the fitted curve at half-maximal effect; % is scaled to controls: 0 for no effect and ±100 for the full control effect
BAZ2B block: inhibitors of human BAZ2B bromodomain | Q9UIF8 | AlphaScreen BAZ2B-H3K14Ac peptide displacement | Potency, µM (series often up to 114 µM), inactives show top-dose activity change, negative = inhibition, most hits filed as inhibitors | actives 4.4% (n = 360,000) | AID 504333; also: potency is read from the fitted curve at half-maximal effect; % is scaled to controls: 0 for no effect and ±100 for the full control effect; nearly all actives have a fitted effect of over 60% in size
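Compounds, titrated to a top concentration of 110 uM, were incubated 30 min at room temperature with preformed BAZ2B/acetyl-K14 H3 peptide complex (50 nM each). Proximity signal was measured by AlphaScreen after 20 min with beads.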
* = called active by the depositor; [ ] = another dose, or the depositor's remark. Unless noted, calls follow the shape of the dose curve; as a rule, active = well fitted curve in the direction sought with a large enough effect; inconclusive = small, poorly fitted or top-dose-only effect, or another doubt; inactive = no such curve, though single readings can be large; an effect the other way counts as inactive or inconclusive.

Results for CC(=O)Nc1ccc2nc(NC(=O)COc3ccccc3Cl)sc2c1 ?
Pol eta inh: -18%; HP1b binding inh: 16%; G9a inh: 3%; GLS inhibitor: -2%; JMJD2A Tudor inh: 1%; Tb PGK inh: -8%; PI4K2A inh: -1; Pin1 inhibitor: 16%; BAZ2B block: -22%

What do the screens show for `C=CCNC(=O)C1CCC(C(=O)NCC=C)CC1` (centres undefined)?
Pol eta inh: -8%; HP1b binding inh: 39%; G9a inh: -11%; GLS inhibitor: -14%; JMJD2A Tudor inh: -14%; Tb PGK inh: -3%; PI4K2A inh: 3; Pin1 inhibitor: 3%; BAZ2B block: -14%

How did CCN1/C(=C2/SC(=S)NC2=O)Sc2ccccc21 do in these assays?
Pol eta inh: 1%; HP1b binding inh: 53%[activator]; G9a inh: 8.9µM*; GLS inhibitor: 2%; JMJD2A Tudor inh: -24%; Tb PGK inh: -2%; PI4K2A inh: -3; Pin1 inhibitor: 15%; BAZ2B block: -13%

How did Clc1ccc(Cn2ccc(C3CC3)n2)cc1 do in these assays?
Pol eta inh: -13%; HP1b binding inh: 58%[activator]; G9a inh: -23%; GLS inhibitor: 3%; JMJD2A Tudor inh: 11%; Tb PGK inh: -8%; PI4K2A inh: 1; Pin1 inhibitor: -3%; BAZ2B block: 4%

Results for COc1ccc(OC)c(NC(=O)Nc2c(C)n(C)n(-c3ccccc3)c2=O)c1 ?
Pol eta inh: -7%; HP1b binding inh: 44%[activator]; G9a inh: -10%[59 µM]; GLS inhibitor: 16%; JMJD2A Tudor inh: -13%; Tb PGK inh: 14%; PI4K2A inh: 0; Pin1 inhibitor: -2%; BAZ2B block: -29%

How did CN1CCN(CCC(=O)Nc2ccccc2)CC1 do in these assays?
Pol eta inh: -9%; HP1b binding inh: 43%[activator]; GLS inhibitor: 2%; JMJD2A Tudor inh: -9%; Tb PGK inh: -2%; PI4K2A inh: -2; Pin1 inhibitor: 1%; BAZ2B block: 1%

Results for COc1cccc(N2C(=O)CC(N3CCN(S(=O)(=O)c4ccccc4)CC3)C2=O)c1 (centres undefined) ?
Pol eta inh: -14%; HP1b binding inh: 54%[activator]; G9a inh: inconclusive; GLS inhibitor: 0%; JMJD2A Tudor inh: -3%; Tb PGK inh: inactive; PI4K2A inh: 9; Pin1 inhibitor: 3%; BAZ2B block: -3%

What do the screens show for `COc1ccc(C(=O)N2CCCC(C(N)=O)C2)cc1S(=O)(=O)N1CCOCC1` (centres undefined)?
Pol eta inh: -21%; HP1b binding inh: 25%; G9a inh: inconclusive; GLS inhibitor: 4%; JMJD2A Tudor inh: -9%; Tb PGK inh: -8%; PI4K2A inh: -2; Pin1 inhibitor: -5%; BAZ2B block: 1%

Results for COc1ccc(CCNC(=O)CSc2nnc(Cn3c(=O)sc4ccccc43)n2C)cc1OC ?
Pol eta inh: -8%; HP1b binding inh: 13%; G9a inh: 21%; GLS inhibitor: 0%; JMJD2A Tudor inh: -17%; Tb PGK inh: -2%; PI4K2A inh: 1; Pin1 inhibitor: inconclusive; BAZ2B block: 2%

Results for O=C(NCCCN1CCN(c2ccccc2F)CC1)c1nnc(Cc2ccc(Cl)cc2Cl)o1 ?
Pol eta inh: -27%; HP1b binding inh: 4%; G9a inh: -7%[59 µM]; GLS inhibitor: 3%; JMJD2A Tudor inh: -28%; Tb PGK inh: -3%; PI4K2A inh: 0; Pin1 inhibitor: 1%; BAZ2B block: inconclusive

Results for Cc1ccccc1NC(=O)Cc1nc(COC(=O)c2cccnc2Cl)cs1 ?
Pol eta inh: -15%; HP1b binding inh: 56%[activator]; G9a inh: -10%[59 µM]; GLS inhibitor: -9%; JMJD2A Tudor inh: 2%; Tb PGK inh: -8%; PI4K2A inh: 1; Pin1 inhibitor: -2%; BAZ2B block: 10%

Results for O=C(Nc1ccc(S(=O)(=O)Nc2cnc3ccccc3n2)cc1)c1ccc(Br)o1 ?
Pol eta inh: -2%; HP1b binding inh: 16%; G9a inh: 45µM*; GLS inhibitor: 7%; JMJD2A Tudor inh: -18%; Tb PGK inh: 2%; PI4K2A inh: -6; Pin1 inhibitor: 2%; BAZ2B block: 0%

How did Cc1cc(C)cc(OCC(=O)NNC(=S)NC(=O)C2CC2)c1 do in these assays?
Pol eta inh: -1%; HP1b binding inh: 25%; G9a inh: 20µM*; GLS inhibitor: 23%; JMJD2A Tudor inh: -34%; Tb PGK inh: inactive; PI4K2A inh: -3; Pin1 inhibitor: 4%; BAZ2B block: 4%

How did Cc1ccc(C(C)NC(=O)c2ccncc2)cc1C (centres undefined) do in these assays?
Pol eta inh: -2%; HP1b binding inh: 25%; G9a inh: inconclusive; GLS inhibitor: 6%; JMJD2A Tudor inh: -5%; Tb PGK inh: 1%; PI4K2A inh: 1; Pin1 inhibitor: -7%; BAZ2B block: -14%

Results for C[C@H](NC(=O)N1CCn2c1nc1ccccc12)C(=O)NCc1ccc(F)cc1 ?
Pol eta inh: -18%; HP1b binding inh: 48%[activator]; G9a inh: -3%; GLS inhibitor: -13%; JMJD2A Tudor inh: -10%; Tb PGK inh: -4%; PI4K2A inh: 5; Pin1 inhibitor: -5%; BAZ2B block: -28%

What do the screens show for `O=C(NCc1ccccc1Cl)c1c2c(nc3ccccc13)C(=O)N(C1CCCCC1)C2`?
Pol eta inh: -2%; HP1b binding inh: 6%; G9a inh: 0%[59 µM]; GLS inhibitor: -10%; JMJD2A Tudor inh: -20%; Tb PGK inh: -1%; PI4K2A inh: 1; Pin1 inhibitor: 2%; BAZ2B block: inconclusive

How did Cc1cccc(Cn2nc(C)n3c(cc4cc(C)ccc43)c2=O)c1 do in these assays?
Pol eta inh: -17%; HP1b binding inh: 46%[activator]; G9a inh: 10%[59 µM]; GLS inhibitor: 2%; JMJD2A Tudor inh: 5%; Tb PGK inh: -9%; PI4K2A inh: -4; Pin1 inhibitor: -7%; BAZ2B block: -3%

Results for O=C(Nc1ccccc1C(F)(F)F)N1CC=C(c2c[nH]c3ccccc23)CC1 ?
Pol eta inh: -19%; HP1b binding inh: -12%; G9a inh: -42%[59 µM]; GLS inhibitor: -23%; JMJD2A Tudor inh: -35%; Tb PGK inh: 7%; PI4K2A inh: -3; Pin1 inhibitor: inconclusive; BAZ2B block: inconclusive

How did CCCCN1CCc2c([nH]c3ccc(C)cc23)C1=O do in these assays?
Pol eta inh: -8%; HP1b binding inh: 22%; G9a inh: -4%[59 µM]; GLS inhibitor: 5%; JMJD2A Tudor inh: 5%; Tb PGK inh: -7%; PI4K2A inh: 4; Pin1 inhibitor: 1%; BAZ2B block: 2%

What do the screens show for `Cc1cc2oc(=O)c(CC(=O)O)c(C)c2c2occ(C(C)(C)C)c12`?
Pol eta inh: -8%; HP1b binding inh: 6%; G9a inh: inconclusive; GLS inhibitor: -16%; JMJD2A Tudor inh: -20%; Tb PGK inh: -6%; PI4K2A inh: 4; Pin1 inhibitor: 9%; BAZ2B block: -17%

How did COCCCNC(=S)N(CCCN(C)C)Cc1cc2cc3c(cc2[nH]c1=O)OCCO3 do in these assays?
Pol eta inh: -15%; HP1b binding inh: 32%; G9a inh: inconclusive; GLS inhibitor: 1%; JMJD2A Tudor inh: -14%; Tb PGK inh: -6%; PI4K2A inh: -2; Pin1 inhibitor: 1%; BAZ2B block: -3%

Results for O=C(CN(Cc1ccccc1C(F)(F)F)C(=O)CNC(=O)c1ccco1)NC1CCCC1 ?
Pol eta inh: 1%; HP1b binding inh: 23%; G9a inh: 20%; GLS inhibitor: 9%; JMJD2A Tudor inh: inconclusive; Tb PGK inh: inactive; PI4K2A inh: -7; Pin1 inhibitor: -1%; BAZ2B block: 17%

How did O=C(CNC(=O)C1CCCCC1)NC1=NCCS1 do in these assays?
Pol eta inh: 4%; HP1b binding inh: 17%; G9a inh: 10%[59 µM]; GLS inhibitor: 2%; JMJD2A Tudor inh: -25%; PI4K2A inh: -1; Pin1 inhibitor: -6%; BAZ2B block: 4%

What do the screens show for `O=C(Nc1ccc(C(=O)O)cc1)/C(=C\c1ccc2c(c1)OCO2)NC(=O)c1ccco1`?
Pol eta inh: 4%; HP1b binding inh: 28%; G9a inh: -16%; GLS inhibitor: 12%; JMJD2A Tudor inh: -13%; Tb PGK inh: -1%; PI4K2A inh: -2; Pin1 inhibitor: 12%; BAZ2B block: -21%

What do the screens show for `CCN(C(=O)C1CCN(S(=O)(=O)c2cccc3nonc23)CC1)c1ccccc1`?
Pol eta inh: -18%; HP1b binding inh: 12%; G9a inh: -5%; GLS inhibitor: -5%; JMJD2A Tudor inh: -24%; Tb PGK inh: 0%; PI4K2A inh: 0; Pin1 inhibitor: 3%; BAZ2B block: 6%

In the list so far, 2 have a COOH group.
What do the screens show for `Cc1cc2oc(=O)c(CC(=O)O)c(C)c2c2occ(C(C)(C)C)c12`?
Pol eta inh: -8%; HP1b binding inh: 6%; G9a inh: inconclusive; GLS inhibitor: -16%; JMJD2A Tudor inh: -20%; Tb PGK inh: -6%; PI4K2A inh: 4; Pin1 inhibitor: 9%; BAZ2B block: -17%

What do the screens show for `O=C(Nc1ccc(C(=O)O)cc1)/C(=C\c1ccc2c(c1)OCO2)NC(=O)c1ccco1`?
Pol eta inh: 4%; HP1b binding inh: 28%; G9a inh: -16%; GLS inhibitor: 12%; JMJD2A Tudor inh: -13%; Tb PGK inh: -1%; PI4K2A inh: -2; Pin1 inhibitor: 12%; BAZ2B block: -21%

From PubChem

These rows are one share of the data. The share of hits here may be higher or lower than overall.
